# Bioassay records as filed in PubChem BioAssay.
# TNAP act DEA: human TNAP activation, intermediate phosphate acceptor; P05186; purified TNAP, CDP-star luminescence, 100 mM DEA, 30 min; stronger effect = higher value; scale: 0 levamisole-inhibited, 1 vehicle-only enzyme; activation factor at 20 µM; 64,000 tested, under 10 active; AID 813;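 active = activation factor of at least 2 at 20 µM, relative to controls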
# NADH coupling: inhibitors of enzymes used to reach an NAD/NADH endpoint; 65,000 compounds, 0.02% hits; IC50, µM (titrated, usually from 10 µM), without a hit: at the top dose inhibition; coupled PK/LDH NADH assays, four targets; AID 774;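 active = single-dose screening hits from any of four coupled enzyme assays that gave an IC50 when retested across doses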;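 also: the DPM-DC format reads NADH fluorescence rather than 340 nm absorbance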
# M1 antag: M1 muscarinic receptor (rat) antagonism; CHO-M1 cells, Fluo-4 calcium, ACh EC80 antagonist mode; stronger effect = lower value; B-score at 10 µM; P08482; 64,000 compounds, 3.4% hits;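 active = calcium fluorescence response, raw or row-and-column corrected B-score, differing from the plate sample mean either way at a set confidence level, mostly lower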
# D1 allo mod: allosteric modulators of human D1 dopamine receptor | P21728 | HEK293 D1, CRE-luciferase, dopamine EC30 potentiation; actives deviate in either direction | B-score at 10 µM | 58,000 compounds, 5.9% hits | AID 641;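 active = luminescence count or its row- and column-corrected plate score outside the 99.7% band of the plate's sample wells, on either side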
# Target sequence (P21728 whole entry, looked up): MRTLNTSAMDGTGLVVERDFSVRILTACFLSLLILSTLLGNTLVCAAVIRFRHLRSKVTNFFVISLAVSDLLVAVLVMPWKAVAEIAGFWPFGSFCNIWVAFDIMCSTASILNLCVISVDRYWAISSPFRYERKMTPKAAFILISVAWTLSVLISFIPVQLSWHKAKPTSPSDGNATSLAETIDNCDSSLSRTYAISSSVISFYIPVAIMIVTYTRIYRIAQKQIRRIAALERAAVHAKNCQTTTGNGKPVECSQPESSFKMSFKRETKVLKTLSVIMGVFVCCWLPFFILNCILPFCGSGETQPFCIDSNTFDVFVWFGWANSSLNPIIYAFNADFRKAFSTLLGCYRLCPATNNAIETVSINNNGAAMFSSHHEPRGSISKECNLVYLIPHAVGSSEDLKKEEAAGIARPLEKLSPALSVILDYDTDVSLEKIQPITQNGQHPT
# HEK293 NFkB inh: lowers PMA/ionomycin-induced NF-kB signal in HEK293 cells. HEK-293 NF-kB luciferase reporter, luminescence. inhibition, % at 3 µM. 62,000 compounds, 0.21% hits. AID 465;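 active = inhibition above the mean of all tested compounds plus 3 SD, cut at about 40% in these data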;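 also: 0% = stimulated DMSO wells and 100% = 10 µM reference inhibitor 5653914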
#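 Reagent: PMA plus ionomycin mix as NF-kB-activating stimulus. Assay system: NF-kB luciferase reporter HEK-293 cells. Technique: luminescence from luciferase substrate reagent. Incubation: 1 h compound pre-incubation, 16 h PMA/ionomycin at 37 °C. Benchmarks: DMSO only as uninhibited control, 10 µM reference inhibitor as full inhibition. Repeats: tested once.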
# M1 ag: activates the M1 muscarinic receptor; CHO-M1 cells, Fluo-4 calcium fluorescence, agonist mode; stronger effect = higher value; B-score at 10 µM; 64,000 compounds, 3% hits; AID 626;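 active = fluorescence rise, raw or as B-score row- and column-corrected plate score, outside the 99.7% band of its plate's samples, either direction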
# SF-1 act: SF-1 (human) activation. 65,000 compounds, 1.9% hits. Q13285. CHO-K1 Gal4-SF-1 LBD luciferase reporter; % increase over DMSO SF-1-specific signal. AID 522. activation, % at 10 µM;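 active = activation above the mean activation of all tested compounds plus 3 SD, cut at about 50% in these data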
# Target sequence (Q13285 whole entry, looked up, the tested form may be a part): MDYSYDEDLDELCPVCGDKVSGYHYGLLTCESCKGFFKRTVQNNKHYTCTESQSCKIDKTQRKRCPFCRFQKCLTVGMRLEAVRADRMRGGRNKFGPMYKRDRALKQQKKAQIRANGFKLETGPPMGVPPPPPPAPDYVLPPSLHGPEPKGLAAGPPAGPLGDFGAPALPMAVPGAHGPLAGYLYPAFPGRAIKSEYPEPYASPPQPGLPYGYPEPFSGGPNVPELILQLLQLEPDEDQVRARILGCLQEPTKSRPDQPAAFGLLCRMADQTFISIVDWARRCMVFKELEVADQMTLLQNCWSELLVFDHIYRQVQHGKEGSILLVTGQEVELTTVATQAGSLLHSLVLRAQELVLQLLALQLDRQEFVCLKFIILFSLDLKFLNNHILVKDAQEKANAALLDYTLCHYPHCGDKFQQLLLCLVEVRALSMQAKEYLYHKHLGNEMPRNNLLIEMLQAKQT
#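 material = CHO-K1 cells with Gal4–hSF-1 LBD chimera plus Gal4-driven luciferase | compound = 10 µM single point, 1% DMSO | incubation = 20 h compound exposure at 37 °C after 1 h cell settling | measured by = SteadyLite luciferase luminescence | evaluation = percent activation relative to DMSO median and mock-transfected background | control set = DMSO negative control and −SF1 background wells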
# Jurkat tox 60K: cytotoxic compounds reducing Jurkat cell viability | 56,000 compounds, 1.2% hits | Jurkat E6.1 viability, ATP luminescence, 48 h | inhibition, % at 4 µM;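 active = inhibition above the mean inhibition of all tested compounds plus 3 SD, cut at about 28% in these data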
# tolC growth inh: blocks growth of E. coli BW25113 tolC mutant; 65,000 compounds, 2.2% hits; growth inhibition, % at 10 µM (by protocol); AID 573; OD615;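 active = growth inhibition at or above a cutoff equal to the mean over every tested compound plus 3 SD, cut at about 60% in these data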;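 also: growth measured after 20 h incubation at 37 °C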
#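 Signal: optical density read at 615 nm; Assay system: E. coli ΔtolC::kan strain BW25113; Times: 20 h incubation with compound, 37 °C; Dosing: 10 µM final, single dose.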
# * hit, by the source's call; · = no result given; [ ] = another dose, or the depositor's remark. Compounds as they come; any-hit rate near 15%.
SMILES,TNAP act DEA,NADH coupling,M1 antag,D1 allo mod,HEK293 NFkB inh,M1 ag,SF-1 act,Jurkat tox 60K,tolC growth inh
COc1cc2nc(SCC(=O)NC3CC3)n(CCC3=CCCCC3)c(=O)c2cc1OC,0.9,5%,-1.4,-1.3,-4,0.051,-5,-3,-3
CN1/C(=C/C(=O)c2nc(S(C)(=O)=O)ncc2Cl)C(C)(C)c2ccccc21,0.8,4%,-2,-2.2,21,0.074,-61,102*,48
COc1ccccc1N1CCN(C(=O)CSc2nnc(NC(=O)c3ccco3)s2)CC1,0.9,15%,-0.71,-0.22,-1,1.3,-18,-4,6
Cc1ccc(-c2nnn(CC(=O)Nc3cccc4cccnc34)n2)o1,0.9,0%,1,0.89,8,-0.81,-11,-2,6
Cc1c(Cl)cccc1NC(=O)CC1SCCNC1=O (configuration not stated),0.9,3%,·,0.24,2,·,12,-6,-1
O=P(c1ccccc1)(c1ccccc1)C(O)c1ccncc1 (configuration not stated),0.9,5%,0.54,-0.42,15,0.3,-5,-1,-16
CC(=O)c1cccc(NC(=O)NCc2cccnc2)c1,0.9,4%,-0.15,0.77,2,-0.073,5,2,-11
C=CCSc1nnc2c(n1)OC(c1cccnc1)Nc1ccccc1-2 (configuration not stated),1,9%,-0.06,0.47,6,-0.53,10,-5,-3
CCCc1ccc(OCc2nc(-c3ccc(NC(=O)c4ccco4)cc3)no2)cc1,0.9,5%,0.031,-2.5,-28,-0.75,50*,6,16
Cn1c(SCC(=O)N2CCCC2)nc2ccccc2c1=O,0.8,4%,-0.77,-0.092,11,0.79,16,0,-21
CCN(CC)Cc1c[nH]c2c(C(=O)OC)cccc12,0.9,9%[fluoresces],-0.094,·,4,-0.33,9,5,-10
COc1cc(-c2nnc3n2N=C(c2ccccc2)CS3)cc(OC)c1OC,0.9,10%,-0.35,1.9*,35,4.6*,25,52*,18
O=C(NCCCn1ccnc1)c1cnn2c1NC(c1ccccc1)CC2C(F)(F)F (configuration not stated),0.9,12%,-0.15,0.0096,17,0.023,9,0,-7
CCOC(=O)C1CCCN(c2c(NCCc3ccc(S(N)(=O)=O)cc3)c(=O)c2=O)C1 (configuration not stated),0.9,5%,-1.2,·,8,2.3*,-7,-1,-3
O=C(NCCCN1CCOCC1)c1coc2ccccc2c1=O,0.9,4%,-0.27,0.054,7,-1.1,11,-4,-9
CCn1c(N2CCN(CC(=O)c3c[nH]c4ccccc34)CC2)nc2c1c(=O)[nH]c(=O)n2C,1,2%,-0.46,-0.041,14,-0.42,1,12,13
O=c1[nH]c(CN2CCN(C/C=C/c3ccccc3)CC2)nc2ccccc12,0.9,8%,-1.1,·,5,-1.5,-14,8,-3
Cc1oc2ccc(OCC(N)=O)cc2c1C(=O)OC(C)C,1,4%,1.6,4.6*,7,-0.092,1,0,2
COc1ccc(/C(O)=C2/C(=O)C(=O)N(Cc3ccco3)C2c2cccs2)cc1 (configuration not stated),0.9,3%,-0.28,·,·,0.046,5,·,2
COc1ccc(OC)c(C2=NOC(C(=O)NCCN3CCOCC3)C2)c1 (configuration not stated),0.9,3%,0.14,0.5,7,1.7,14,0,-11
COc1cccc(COc2nc3c(c(=O)n(C)c(=O)n3C)n2C)c1,0.9,2%,0.023,·,·,-0.084,18,·,6
N#CCC(=O)Nc1ccccc1C(=O)O,0.9,3%,0.24,0.45,10,0.079,-4,·,-5
CC(OC1=CC(=O)CCC1)C(=O)c1ccccc1 (configuration not stated),1,4%,-0.057,-1.3,13,-0.35,-2,-7,-8
O=C(Nc1ccccc1Cl)c1c(F)c(F)c(F)c(F)c1F,0.9,5%,-0.5,·,8,-0.43,-6,4,-3
CCCCN1C[C@H](O)[C@@H](O)[C@H](O)[C@H]1CO,0.9,1%,-0.085,0.68,·,0.31,-8,·,7
CCOC(=O)/C(C#N)=C1/SC(CC)C(=O)N1c1ccc(C)cc1 (configuration not stated),0.9,7%,-0.046,2.7,8,0.75,-16,-5,-5
COc1ccc(CNc2nc3nc(C)cc(C)n3n2)cc1OC,0.9,1%,1.1,2.3,12,0.49,-8,-10,-11
CC1(C)Oc2ccc3ccc(=O)oc3c2/C(=C/NCCO)C1=O,0.9,5%,0.77,0.57,6,0.67,2,-2,-11
COC(=O)C1C2C=CC3(CN(CCc4ccccc4)C(=O)C13)O2 (configuration not stated),·,1%,-0.4,-0.92,7,1.2,3,4,-22
CC(C)C(NC(=O)c1cccs1)C(=O)NC1=NCCS1 (configuration not stated),0.9,5%,0.25,0.042,16,-0.32,1,14,-23
Cc1ccc(S(=O)(=O)NC(=O)NCc2ccc3c(c2)OCO3)cc1,1,4%,-0.19,·,·,0.73,9,·,16
O=c1[nH]c2ccccc2nc1Cc1ccccc1,0.9,12%,0.36,2.1,4,-0.15,-16,-5,9
Cc1ccc(S(=O)(=O)N2CCN(C(=O)CSC3CCCC3)CC2)c(C)c1,0.9,1%,-0.47,2,5,-0.012,-13,-2,30
COC(=O)Cn1c(CN2CCN(c3ccc(F)cc3)CC2)nc2c1c(=O)n(C)c(=O)n2C,1,1%,-0.39,-3.2,26,-0.98,-11,31,-2
CCN(CCNC(=O)C1CCN(c2nnc(-n3cccc3)s2)CC1)c1ccccc1,0.9,21%,-0.83*,-1.2,17,-0.43,-13,6,34
Cc1cc2ccccc2c(=O)n1CC(=O)NCC(=O)N1CCN(c2cccc(Cl)c2)CC1,1,5%,-0.31,-0.46,17,0.0071,-4,11,-5
COc1ccc(NC(=O)c2nnn(Cc3cccc(F)c3)c2N)c(OC)c1,0.9,0%,-0.41,0.43,29,2,1,-5,-4
CS(=O)(=O)N1CCC(C(=O)Nc2c(F)cccc2F)CC1,1,2%,-0.47,0.7,16,0.31,-5,8,-9
CCOC(=O)c1nnc2cc(-c3ccccc3)nn2c1C,0.9,2%,-2.6*,1.6,-9,0.79,-1,2,8
O=C(CSc1nnc(NC(=O)CN2CCOCC2)s1)Nc1ccccc1,1,5%,0.77,-1.6,9,-0.019,8,0,-15
CCCCN(CC)CCNC(=O)CN(C)S(=O)(=O)c1ccc2c(c1)c(=O)n(C)c(=O)n2C,1,6%,-0.25,-1.1,11,0.61,-6,6,-14
CCCC(=O)N1CCN(c2ccc(NC(=O)c3cc4ccccc4o3)cc2Cl)CC1,0.9,5%,-1.6,-2.7,27,6.9*,-48,19,50
O=C(c1ccco1)n1nc(-c2ccccc2)nc1NCc1ccco1,0.8,3%,-0.018,0.65,13,-0.36,10,-5,-1
O=c1cc(O)c2c(=O)n3c4c(cccc4c2o1)CCC3,0.9,12%,0.064,·,7,-0.47,-4,2,96*
COc1ccccc1CNC(=O)C1CCN(Cc2nc(-c3ccc(Cl)cc3)oc2C)CC1,1,7%,-0.38,2.7,5,-0.82,12,1,1
Cc1ccc(S(=O)(=O)c2c(C)nn(C(C)(C)C)c2OC(=O)c2ccc(Br)o2)cc1,1,4%,0.39,0.17,-3,0.49,9,-5,2
Cc1nnc(SCCn2c(N3CCCCC3)nc3c2c(=O)[nH]c(=O)n3C)s1,·,2%,2.1,·,6,0.3,-7,0,-4
Cc1ccc(Cn2c(NC(=O)c3ccco3)nc3ccccc32)cc1,0.9,2%,0.14,0.75,5,-0.0012,-2,-1,-8
CCOC(=O)c1cc(CC)sc1N,1,7%,0.34,·,5,0.94,12,8,-9
O=C(CNC(=O)c1ccco1)NCCCc1ccccc1,0.9,6%,0.09,0.5,5,-1.4,-1,-1,-8

# Single records (already shown). Values in the order: TNAP act DEA	NADH coupling	M1 antag	D1 allo mod	HEK293 NFkB inh	M1 ag	SF-1 act	Jurkat tox 60K	tolC growth inh
# O=c1cc(O)c2c(=O)n3c4c(cccc4c2o1)CCC3 across the screens: 0.9	12%	0.064	·	7	-0.47	-4	2	96*
# Cc1ccc(Cn2c(NC(=O)c3ccco3)nc3ccccc32)cc1 across the screens: 0.9	2%	0.14	0.75	5	-0.0012	-2	-1	-8
# COc1ccccc1CNC(=O)C1CCN(Cc2nc(-c3ccc(Cl)cc3)oc2C)CC1 across the screens: 1	7%	-0.38	2.7	5	-0.82	12	1	1
# O=C(c1ccco1)n1nc(-c2ccccc2)nc1NCc1ccco1 across the screens: 0.8	3%	-0.018	0.65	13	-0.36	10	-5	-1
# CCOC(=O)c1cc(CC)sc1N across the screens: 1	7%	0.34	·	5	0.94	12	8	-9

# (cont.)
SMILES,TNAP act DEA,NADH coupling,M1 antag,D1 allo mod,HEK293 NFkB inh,M1 ag,SF-1 act,Jurkat tox 60K,tolC growth inh
O=C(Nn1cnc2ccccc2c1=O)c1ccccc1Cl,1,4%,0.71,-0.19,-21,0.59,65*,-1,-10
N#CC1=C2SCN(Cc3ccco3)CN2C(=O)CC1c1cccc2ccccc12 (configuration not stated),0.9,7%,-0.11,-0.019,-2,0.074,-18,-4,1
O=C(CSc1oc(-c2ccco2)nc1S(=O)(=O)c1ccccc1)NCC1CCCO1 (configuration not stated),0.9,1%,-0.013,-1.3,17,-0.44,-9,-4,3
CC1=C(C(=O)OC(C)C)C(c2cccc(F)c2)n2ncnc2N1 (configuration not stated),0.9,6%,0.37,-0.67,7,1.2,28,-3,16
COc1cccc(C(=O)N2CCN(C(=O)c3cccc(F)c3)CC2)c1,1,1%,0.8,-0.15,10,0.17,-12,-2,-7
Cc1ccc(CNC(=O)C2CCCN(S(=O)(=O)c3cccnc3)C2)cc1 (configuration not stated),0.9,3%,-0.17,0.72,14,-0.53,1,1,-11
CCOc1ccccc1OCC(O)CNC (configuration not stated),0.9,4%,0.23,0.69,14,0.041,-8,-10,-5
COC(=O)C(NC(=O)c1ccccc1)=C(C)C,0.9,8%,0.066,0.65,6,0.56,-2,-3,-26
CC(C)Cn1c2nc3ccccc3nc2c2c(=O)n(CCN3CCOCC3)cnc21,1,10%[fluoresces],-0.048,4.8*,24,-1.1,2,9,9
N#Cc1c(-c2ccccc2)nc(N2CCCCCC2)[nH]c1=O,0.8,3%,-0.84,13*,2,0.047,18,-1,22
CCCCOC(=O)Nc1cc(OC)c(Cl)cc1OC,0.9,2%,-0.046,-0.23,10,0.14,-4,-2,23
C=CCSC1=C(C#N)C(c2ccc(C(C)C)cc2)CC(=O)N1 (configuration not stated),0.8,1%,0.088,0.75,10,0.81,-9,2,37
O=C(NC1(C(=O)NC2CCCC2)CCCCC1)c1ccc2c(c1)OCO2,0.9,3%,-0.71,·,8,0.87,14,·,-4
CCN(CC)CCCN(Cc1cc2cc3c(cc2[nH]c1=O)OCCO3)C(=O)Nc1ccc(F)cc1,0.9,11%,-2,-0.32,14,0.29,9,2,12
O=P(c1ccc2c(c1)OCCO2)(N1CCOCC1)N1CCOCC1,1,0%,0.038,-0.064,13,1.3,-10,3,-4
CC1(N2CCCCC2)CC2(O)C(=[N+]1[O-])CCC/C2=N\O (configuration not stated),0.8,5%,0.53,0.16,9,-0.061,3,0,-17
